cln2 rad14: NCI yeast anticancer drug screen, S. cerevisiae cln2 rad14 strain; 78,000 compounds, 8.3% hits; growth inhibition, % at 50 µM; AID 165;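 further: 0% = growth of vehicle-only cultures of the same strain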
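Yeast carrying cln2 and rad14 alterations (cell cycle control and DNA damage repair) were exposed to compounds. Growth inhibition was measured against vehicle-treated controls.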
yeast mlh1 rad18: NCI yeast anticancer drug screen, S. cerevisiae mlh1 rad18 strain; 79,000 compounds, 11% hits; % growth inhibition at 50 µM;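 further: 0% = growth of vehicle-only cultures of the same strain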
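Steps: expose repair-defective yeast to compound; measure growth; express inhibition against vehicle-treated controls.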
yeast rad50: NCI yeast anticancer drug screen, S. cerevisiae rad50 strain | % growth inhibition at 50 µM | 79,000 compounds, 10% hits;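 further: 0% = growth of vehicle-only cultures of the same strain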
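Growth of the mutant yeast was measured after compound exposure and referenced to vehicle-treated cultures.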
yeast mec2-1: NCI yeast anticancer drug screen, S. cerevisiae mec2-1 strain; growth inhibition, % at 50 µM; 79,000 compounds, 9% hits;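 further: 0% = growth of vehicle-only cultures of the same strain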
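Strain: mec2-1 (DNA repair/cell cycle alteration). Compound exposure, then growth measured; inhibition expressed relative to vehicle.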
bub3: NCI yeast anticancer drug screen, S. cerevisiae bub3 mutant strain. 78,000 compounds, 9.9% hits. AID 167. growth inhibition, % at 50 µM;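 further: 0% = growth of vehicle-only cultures of the same strain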
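Screening used yeast with an engineered genetic alteration affecting cell cycle control. Compound-exposed cultures were compared with vehicle cultures, and reduced growth was taken as inhibition.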
yeast sgs1 mgt1: NCI yeast anticancer drug screen, S. cerevisiae sgs1 mgt1 strain | % growth inhibition at 50 µM | 78,000 compounds, 10% hits | AID 161;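 further: 0% = growth of vehicle-only cultures of the same strain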
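Mutant yeast exposed to compound; growth scored against vehicle-only wells.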
Starred values were filed as active, the others as inactive; x = not tested or not shown; & = joins results of further samples. No stated cut-off is given here; in the data, active means growth inhibition above about 70%; inactive means the rest.

1) O=C(/C=C/c1ccc(OCCSCCCCCCCCCCSCCOc2ccc(/C=C/C(=O)c3ccc(Cl)cc3)cc2)cc1)c1ccc(Cl)cc1
2) CC(C)C(NN)C(=O)O (centres undefined)
3) CCC(C)(NC(=O)NC(C)(C)C)c1ccccc1 (centres undefined)
4) CCC1(c2ccncc2)NC(=O)NC1=O (centres undefined)
5) CC(CCl)OC(=O)c1ccccc1Cl (centres undefined)

Screen / compound no.	1	2	3	4	5
cln2 rad14	13.7	-10.3	-29.2	-13.2	-4.8
yeast mlh1 rad18	-29.9	0.6	-12.1	-12.0	-6.8
yeast rad50	-26.9	0.1	-14.6	8.1	12.4
yeast mec2-1	-25.1	-4.7	-4.5	-20.4	-6.5
bub3	-8.9	4.5	7.5	-6.8	6.7
yeast sgs1 mgt1	-21.9	-3.5	-15.6	1.3	-4.2

Given with values under each structure: part of the list above.
Value order – cln2 rad14, yeast mlh1 rad18, yeast rad50, yeast mec2-1, bub3, yeast sgs1 mgt1
#5 CC(CCl)OC(=O)c1ccccc1Cl (centres undefined)
    -4.8, -6.8, 12.4, -6.5, 6.7, -4.2
#3 CCC(C)(NC(=O)NC(C)(C)C)c1ccccc1 (centres undefined)
    -29.2, -12.1, -14.6, -4.5, 7.5, -15.6

(next part)
6) CC(C)CCc1n[nH]c(=O)n1/N=C\c1ccccc1
7) CC(=O)C1(O)Cc2c(O)c3c(c(O)c2C(OC2CC(N)C(O)C(C)O2)C1)C(=O)c1ccccc1C3=O (centres undefined)
8) COC(=O)c1ncc(Cl)cc1Cl
9) O=C(O)COc1ccccc1Cl
10) Cc1ccc(SCc2ccccc2)nn1

Screen / compound no.	6	7	8	9	10
cln2 rad14	-10.6	87.9*	22.1	19.8	19.0
yeast mlh1 rad18	26.6	x	46.4	11.8	-2.3
yeast rad50	-4.2	89.4*	59.9	34.6	-1.8
yeast mec2-1	-9.3	92.9*	39.8	13.3	-30.4
bub3	19.1	90.2*	38.4	26.1	-2.1
yeast sgs1 mgt1	-0.1	91.0*	58.8	22.5	-9.1

Single records (already shown).
`CCC1(c2ccncc2)NC(=O)NC1=O` (centres undefined) is listed as cln2 rad14: -13.2; yeast mlh1 rad18: -12.0; yeast rad50: 8.1; yeast mec2-1: -20.4; bub3: -6.8; yeast sgs1 mgt1: 1.3
`CC(=O)C1(O)Cc2c(O)c3c(c(O)c2C(OC2CC(N)C(O)C(C)O2)C1)C(=O)c1ccccc1C3=O` (centres undefined) is listed as cln2 rad14: 87.9*; yeast mlh1 rad18: x; yeast rad50: 89.4*; yeast mec2-1: 92.9*; bub3: 90.2*; yeast sgs1 mgt1: 91.0*

The list goes on:
11) Cc1nccn1C
12) Cc1ccc(OC(=O)c2ccccc2)cc1CC(Cl)(Cl)Cl
13) COc1cc2ccc3c(c2cc1OC)CCc1cn[nH]c1-3
14) NNC(=O)C1CCC(=O)N1S(=O)(=O)c1ccccc1 (centres undefined)
15) CCOc1ccc(N=Nc2c(C)nn(C(=S)SC)c2OCC)cc1

Screen / compound no.	11	12	13	14	15
cln2 rad14	10.7	-19.3	27.4	8.9	99.5*
yeast mlh1 rad18	21.6	-14.3	9.4	-25.6	99.5*
yeast rad50	21.6	-0.8	2.0	-14.0	99.3*
yeast mec2-1	-30.6	-6.0	3.4	-12.1	99.7*
bub3	4.7	2.8	11.8	-2.2	99.3*
yeast sgs1 mgt1	14.6	-9.3	8.0	-22.0	99.2*

16) CCCCOCCOC(=O)c1ccccc1C(=O)OCCOCCCC
17) O=C(O)C1CCCCC1C(=O)Nc1ccc(Cl)c(Cl)c1 (centres undefined)
18) CS(=O)(=O)N1C(=O)C2C3CCC(O3)C2C1=O (centres undefined)
19) COc1ccc2nc(Cl)sc2c1
20) CCCOC(=O)/C=C/CCCC1CCCCC1

Screen / compound no.	16	17	18	19	20
cln2 rad14	-49.0	-4.2	19.5	21.4	8.3
yeast mlh1 rad18	-25.0	-48.1	42.6	13.6	10.2
yeast rad50	-5.8	5.8	73.5*	32.4	11.2
yeast mec2-1	-42.4	20.1	57.7	-17.6	2.1
bub3	-23.1	13.6	40.8	42.1	-8.6
yeast sgs1 mgt1	-49.4	-5.7	26.4	41.4	4.6

21) O=C1CSC(/C=C/c2ccccc2)N1c1ccc(-c2ccc(-n3c(-c4ccccc4)nc4ccccc4c3=O)cc2)cc1 (centres undefined)
22) CC12CCC3C(CCC4CCCCC43C)C1CCC2CO (centres undefined)
23) O=S1(=O)c2ccccc2N(c2ccccc2)c2nnnn21
24) CC(C)(O)c1cccc(I)c1
25) CCN(CC)CCNc1ncnc2c1cnn2C

Screen / compound no.	21	22	23	24	25
cln2 rad14	32.5	-11.3	11.0	-144.5	-4.5
yeast mlh1 rad18	84.3*	36.5	9.3	1.6	-8.9
yeast rad50	75.5*	21.8	-3.9	7.7	7.7
yeast mec2-1	42.5	16.4	-12.6	-58.9	1.8
bub3	75.0*	23.2	-9.6	-39.8	-20.9
yeast sgs1 mgt1	87.2*	17.8	-5.4	-21.1	-17.9

26) COc1ccc(C2ON(c3cccc(C)n3)CC=C2C)cc1 (centres undefined)
27) O=C1C=CC(=Nc2ccccc2)c2ccccc21
28) O=C(/C=C\c1ccc(/C=C\C(=O)c2ccccc2O)cc1)c1ccccc1O
29) COC(=O)[C@H]1C2CC[C@@H]3C45C[C@@H](c6ccoc6)O[C@@H]4O[C@@H](O2)C31CCC5C (some centres undefined)
30) CCCCC(O)CC (centres undefined)

Screen / compound no.	26	27	28	29	30
cln2 rad14	-14.6	24.6	-3.8	5.0	48.2&4.7
yeast mlh1 rad18	1.0	36.5	-23.3	14.9	-1.7&0.4
yeast rad50	-3.8	37.9	8.5	14.5	9.8&-10.0
yeast mec2-1	-14.7	45.3	-13.3	-18.4	12.4&-42.2
bub3	5.1	82.3*	22.2	-30.1	1.6&-6.0
yeast sgs1 mgt1	5.2	31.6	-8.8	6.3	27.9&11.6

31) CC1C(=O)C23CC1CCC2C12COC(O)C1C(C)(C)C(O)CC2OC3=O (centres undefined)
32) Clc1ccccc1CN1COc2c(cc(Cl)c3cccnc23)C1
33) O=C(CCCC(=O)N1CC(CCl)c2ccc([N+](=O)[O-])cc21)N1CC(CCl)c2ccc([N+](=O)[O-])cc21 (centres undefined)
34) CC(=O)N1c2ccccc2C(C)(C)C1O (centres undefined)
35) N#CCCN(CCC#N)S(=O)(=O)c1ccccc1

Screen / compound no.	31	32	33	34	35
cln2 rad14	17.1	98.8*	-9.1	-13.7	-4.2
yeast mlh1 rad18	-16.4	99.0*	-66.5	3.7	-15.6
yeast rad50	-10.4	98.6*	-23.7	6.8	-3.0
yeast mec2-1	-6.0	99.5*	-43.5	17.1	5.7
bub3	-43.6	99.3*	-12.3	-12.4	14.1
yeast sgs1 mgt1	-12.7	99.4*	-15.3	-3.5	-4.9

36) O=[N+]([O-])c1cc2c3ccccc3ccc2c2ccccc12
37) NC1=NC(CCc2ccccc2)N(c2ccc3ccccc3c2)C(N)=N1 (centres undefined)
38) Nc1ccc(F)c(C(F)(F)F)c1
39) Nc1[nH]c(=O)[nH]c(=O)c1N
40) COCCCNc1nc(N)c(C#N)c(C#N)c1C#N

Screen / compound no.	36	37	38	39	40
cln2 rad14	-78.8	30.5	-8.8	-37.3	3.5
yeast mlh1 rad18	21.6	20.1	30.5	-7.3	22.2
yeast rad50	-5.6	53.0	8.2	-11.7	4.3
yeast mec2-1	7.0	7.0	-4.7	4.1	-6.2
bub3	19.6	2.8	0.7	1.6	19.3
yeast sgs1 mgt1	12.2	29.2	-4.3	-22.4	2.9

41) Nc1ccc(C(O)(C(F)(F)F)C(F)(F)F)c(C(=O)O)c1
42) O=[N+]([O-])c1ccc(Nc2ccc(Cl)cc2)c2nonc12
43) O=c1[nH]c2ccccc2c(Oc2ccccc2)c1I
44) C[C@H]1CC(=O)[C@@]2(O)C#C/C=C\C#C[C@@H]3Nc4c(cc(O)c5c4C(=O)c4ccccc4C5=O)[C@]24O[C@]314
45) O=C(Nc1ccccc1)OCc1c(COC(=O)Nc2ccccc2)c(-c2ccc(Cl)c(Cl)c2)n2c1CCC2

Screen / compound no.	41	42	43	44	45
cln2 rad14	-12.2	18.4	-1.8	86.9*	21.2
yeast mlh1 rad18	60.6	23.4	-8.5	x	-2.6
yeast rad50	10.4	-24.7	-2.3	78.0*	-7.2
yeast mec2-1	36.6	-7.9	-5.0	82.0*	6.7
bub3	-37.5	8.8	-22.7	85.8*	-5.4
yeast sgs1 mgt1	16.8	25.7	-13.3	85.2*	31.1

46) Cc1ccc2nc(N/N=C/c3sccc3C)cc(C)c2c1
47) CC(=O)NC(CCCCNCc1ccccc1)C(=O)NCc1ccccc1 (centres undefined)
48) CCCCCCCCCCCCCCCC(=O)OCC1OC(OC2(COC(=O)CCCCCCCCCCCCCCC)OC(COC(=O)CCCCCCCCCCCCCCC)C(OC(=O)CCCCCCCCCCCCCCC)C2OC(=O)CCCCCCCCCCCCCCC)C(OC(=O)CCCCCCCCCCCCCCC)C(OC(=O)CCCCCCCCCCCCCCC)C1OC(=O)CCCCCCCCCCCCCCC (centres undefined)
49) CC(=O)CCCCC(=O)Nc1ccc(CC(NC(=O)OC(C)(C)C)C(=O)NCC(=O)OCc2ccccc2)cc1 (centres undefined)
50) O=[N+]([O-])c1ccc(/C=C/[n+]2ccc3ccccc3c2)o1

Screen / compound no.	46	47	48	49	50
cln2 rad14	-3.2	21.2	-14.7	8.8	96.2*
yeast mlh1 rad18	-21.4	5.8	-6.0	-12.1	99.0*
yeast rad50	-24.3	-0.8	-6.2	-38.5	98.8*
yeast mec2-1	-19.9	-4.4	-26.0	-4.5	98.8*
bub3	-30.1	-8.8	-13.9	10.0	99.2*
yeast sgs1 mgt1	-20.9	-4.8	-34.1	-1.6	98.9*

51) O=C(CCC1OCCO1)Nc1cc(NCc2ccccc2)ccc1OCc1ccccc1
52) COC(=N)c1ncn(Cc2ccccc2)c1N
53) COc1ccc(/C(C)=N\NS(=O)(=O)c2ccc(NC(C)=O)cc2)cc1
54) CCOC(=O)C(=O)c1c(C)[nH]c2ccccc12
55) CCOC(=O)C(NC(=O)Cc1ccccc1)C(=O)O (centres undefined)

Screen / compound no.	51	52	53	54	55
cln2 rad14	43.7	-24.4	-14.9	4.2	-6.4
yeast mlh1 rad18	70.2*	-37.3	3.6	7.9	3.4
yeast rad50	71.2*	-21.6	-0.6	-8.4	-18.8
yeast mec2-1	57.0	-28.6	-22.1	-24.6	15.5
bub3	65.0	-7.3	-20.2	-5.4	-1.6
yeast sgs1 mgt1	89.4*	-11.9	4.8	-14.5	-3.2

56) CC1CCC(C(C)(C)[N+](C)(C)C)CC1 (centres undefined)
57) C/C(=N/N=C(N)N)c1cccc(NC(=O)Nc2cccc(/C(C)=N\N=C(N)N)c2)c1
58) CC(C)=CCCC(C)(O)C1CC=C(C)CC1 (centres undefined)
59) CCOC(=O)C1=C(N)n2c(s/c(=C/c3ccc(N(C)C)cc3)c2=O)=C(C(=O)OCC)C1c1ccc(N(C)C)cc1 (centres undefined)
60) O=C(CCc1ccc(O)cc1)c1c(O)cc(O)cc1O

Screen / compound no.	56	57	58	59	60
cln2 rad14	10.6	16.4	3.0	-7.2	12.9
yeast mlh1 rad18	36.4	65.5	-7.7	-7.3	-9.1
yeast rad50	40.2	33.5	0.5	-7.3	-5.3
yeast mec2-1	17.6	8.0	-18.8	-19.1	-29.9
bub3	47.2	14.8	-13.9	3.4	-11.2
yeast sgs1 mgt1	23.9	37.4	-2.6	-9.1	-11.3

Single entries from the results shown:
Value for entry 60 in yeast sgs1 mgt1: -11.3
Value for entry 58 in cln2 rad14: 3.0
Value for entry 59 in cln2 rad14: -7.2
Value for entry 57 in yeast mec2-1: 8.0

The list goes on:
61) Cc1cc(CCc2cc(C)[nH]c2C)c(C)[nH]1
62) CCOC(=O)C1OC1c1ccc([N+](=O)[O-])cc1 (centres undefined)
63) CCCCCNCC(=O)N1CCCC1C(=O)OC(C)(C)C (centres undefined)
64) CCc1ccccc1NC(=O)Nc1ccc(Cl)c(Cl)c1
65) O=c1c2ccccc2nc(N/N=C/c2ccc([N+](=O)[O-])cc2)n1-c1ccccc1
66) O=C(O)c1ccc2c(O)c3ccccc3c(O)c2c1
67) Nc1ccccc1NC1CCN(Cc2ccccc2)CC1
68) O=C(Oc1ccc[nH]c1=O)C1CCCCC1

Screen / compound no.	61	62	63	64	65	66	67	68
cln2 rad14	33.9	8.4	9.4	-28.4	-2.2	93.5*	33.5	-3.7
yeast mlh1 rad18	14.8	31.4	11.7	-16.6	22.6	99.2*	19.1	2.3
yeast rad50	6.0	28.2	11.1	-8.4	0.2	99.6*	27.2	-13.2
yeast mec2-1	15.8	11.9	4.0	-12.1	10.9	99.5*	-3.4	9.1
bub3	9.3	6.0	1.1	-0.3	6.7	99.5*	22.9	8.4
yeast sgs1 mgt1	-11.3	2.4	1.1	-11.8	-1.1	99.6*	25.8	2.9
